GPT2 inhibitor = inhibitors of human GPT2 alanine aminotransferase. Q8TD30. Recombinant GPT2, coupled pyruvate oxidase/HRP Amplex Red fluorescence. Potency, µM (highest dose often 57.7 µM), without a hit: at the top dose activity change, negative = inhibition, actives largely listed as inhibitors. 0.25% of 100,000 active; also: potency is read from the fitted curve at half-maximal effect; nearly all actives have a fitted effect of over 60% in size; many of its hits are not listed in these tables
Target sequence (Q8TD30 whole entry, looked up): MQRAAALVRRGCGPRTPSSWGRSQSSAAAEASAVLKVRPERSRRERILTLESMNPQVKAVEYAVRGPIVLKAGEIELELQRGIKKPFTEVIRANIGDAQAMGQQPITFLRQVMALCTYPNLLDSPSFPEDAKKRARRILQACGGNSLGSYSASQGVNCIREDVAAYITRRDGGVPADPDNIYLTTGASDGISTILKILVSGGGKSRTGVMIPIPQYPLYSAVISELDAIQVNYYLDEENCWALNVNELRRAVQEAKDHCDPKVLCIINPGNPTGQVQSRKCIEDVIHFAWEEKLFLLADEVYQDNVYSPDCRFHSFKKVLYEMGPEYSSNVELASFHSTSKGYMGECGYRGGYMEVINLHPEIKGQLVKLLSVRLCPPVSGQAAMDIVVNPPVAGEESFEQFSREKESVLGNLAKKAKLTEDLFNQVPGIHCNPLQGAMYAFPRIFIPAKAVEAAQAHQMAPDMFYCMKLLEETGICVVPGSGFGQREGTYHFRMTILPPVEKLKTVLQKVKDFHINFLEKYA
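GPT2 10ng/uL, a-KG 250uM, L-Ala 2mM, HEPES pH7.5 + 0.0001% Tween; 30 min RT. Then Amplex mix (PO/HRP/ThPP), 30 min RT dark, fluorescence. AOA 50uM used as positive control.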
HEK cytotox = cytotoxic compounds in HEK 293 cells. HEK 293 viability, ATP luminescence (CellTiter-Glo), 48-72 h. 6.6% of 94,000 active. Potency, µM (series often up to 115 µM), for inactives: at the top dose activity change, negative = cytotoxicity, hits mostly inhibitors; also: potency is read from the fitted curve at half-maximal effect; nearly all actives have a fitted effect of over 60% in size
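Cytotoxicity was scored by loss of ATP-coupled luminescence (CellTiter-Glo) in HEK 293 cells. Compound treatment ran 48 or 72 hr at 37 degree Celsius, 5% CO2, 95% humidity.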
FLuc inh = Photinus pyralis luciferase inhibition. AID 1347043. purified P. pyralis luciferase, luminescence, biochemical. Potency, µM (titrated, usually from 115 µM), without a hit: at the top dose activity change, negative = inhibition, hits mostly inhibitors. 2.5% of 76,000 active; also: potency is read from the fitted curve at half-maximal effect; nearly all actives have a fitted effect of over 65% in size
Target sequence (P08659 whole entry, looked up): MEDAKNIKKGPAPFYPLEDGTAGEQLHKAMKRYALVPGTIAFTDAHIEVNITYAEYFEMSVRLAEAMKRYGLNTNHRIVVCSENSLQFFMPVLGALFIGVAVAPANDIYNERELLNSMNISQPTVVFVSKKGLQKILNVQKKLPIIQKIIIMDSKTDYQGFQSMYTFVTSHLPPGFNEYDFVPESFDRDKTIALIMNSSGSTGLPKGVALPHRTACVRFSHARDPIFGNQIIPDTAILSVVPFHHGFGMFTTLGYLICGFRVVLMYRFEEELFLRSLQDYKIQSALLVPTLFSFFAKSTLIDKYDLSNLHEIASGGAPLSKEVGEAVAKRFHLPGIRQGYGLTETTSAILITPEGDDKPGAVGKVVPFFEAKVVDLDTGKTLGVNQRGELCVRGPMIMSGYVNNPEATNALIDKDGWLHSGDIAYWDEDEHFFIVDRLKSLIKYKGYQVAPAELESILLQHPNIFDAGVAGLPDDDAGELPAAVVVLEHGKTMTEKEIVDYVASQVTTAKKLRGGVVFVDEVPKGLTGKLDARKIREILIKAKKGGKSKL
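FLuc 10nM, D-luciferin 10uM, ATP 10uM, Mg acetate 10mM, Tris acetate pH 7.5, Tween/BSA; cpd qHTS; enzyme added last; CCD luminescence.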
3T3 cytotox = cytotoxic compounds in NIH 3T3 cells; NIH 3T3 viability, CellTiter-Glo ATP luminescence, 48-72 h; Potency, µM (doses to about 96.7 µM), without a hit: top-dose activity change, negative = cytotoxicity, hits mostly inhibitors; 4.3% of 94,000 active; AID 1345082; also: potency is read from the fitted curve at half-maximal effect; nearly all actives have a fitted effect of over 55% in size
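Cytotoxicity is measured as loss of cellular ATP: NIH 3T3 cells (400/well) are exposed to compound for 48 or 72 hr at 37 °C, then CellTiter-Glo luminescence is imaged after 10 min at room temperature.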
SNCA expr inhib = reduces expression of the alpha-synuclein gene; HEK-293 SNCA-luciferase knock-in, luminescence, 24 h; Potency, µM (doses to about 57.2 µM), inactives show at the highest dose activity change, negative = inhibition, actives largely listed as inhibitors; 0.17% of 140,000 active;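 also: potency is read from the fitted curve at half-maximal effect; plate controls were DMSO cells for no effect and cell-free wells for full effect; nearly all actives have a fitted effect of over 45% in size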
IP6K1 inhibitor = blocks human inositol hexakisphosphate kinase 1; activity change, % (series mostly up to about 58 µM); Q92551; AID 1645851; IP6K1 kinase, ADP-Glo luminescence, 2 h; active compounds read low; 0.81% of 140,000 active; in the data active = activity change below about -25%
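ADP-Glo luminescence measures ADP made by human IP6K1 during a 2 h RT reaction with ATP/IP6 (mix at 1.3 mM/130 uM); top library doses 57.5 and 19.1 uM final.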
HEK293 viab = cell viability loss counter-screen; HEK-293-SNCA-luc viability, GF-AFC fluorescence, 24 h; Potency, µM (doses to about 57.1 µM), inactives show top-dose activity change, negative = cytotoxicity, most hits filed as cytotoxic; 0.12% of 150,000 active;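 also: potency is read from the fitted curve at half-maximal effect; 0% = DMSO-treated cells and -100% = medium-only wells without cells; nearly all actives have a fitted effect of over 30% in size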
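HEK-293-SNCA-luc cells (1500/well) plated 24 h, then exposed 24 h to a dilution series; GF-AFC added 30 min at 37C, fluorescence 405/540 nm; normalised to medium-only and DMSO wells, Hill fit.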
* hit, by the source's call; i = inactive; ? = inconclusive; / = not tested or not shown; & = joins results of further samples; [ ] = dose if it differs, or a comment. Unless noted, calls follow the shape of the dose curve; as a rule, active = well fitted curve in the direction sought with a large enough effect; inconclusive = small, poorly fitted or top-dose-only effect, or another doubt; inactive = no such curve, though single readings can be large; an effect the other way counts as inactive or inconclusive. Unless noted, % is scaled to controls: 0 for no effect and ±100 for the full control effect. This is a subset, so the mix of outcomes need not match the whole.

SMILES | GPT2 inhibitor | HEK cytotox | FLuc inh | 3T3 cytotox | SNCA expr inhib | IP6K1 inhibitor | HEK293 viab
COc1cc(-c2noc(-c3nc(-c4ccccc4)no3)n2)cc(OC)c1OC | i | -3.0% | -2.7% | i | 1.9% | 2.7 | 8.8%
Cc1cc2nn(-c3ccc(F)cc3)nc2cc1NC(=O)c1ccc(C(C)(C)C)cc1 | / | / | / | / | 46.6%[activator] | -3.4 | -13.7%
CCOC(=O)c1cc2c(=O)n3ccccc3nc2n(C(C)C)c1=NC(=O)c1c(-c2c(F)cccc2Cl)noc1C | / | / | / | / | -10.9% | -6.4 | 18.7%
COCCc1nncn1C1CCN(C(=O)c2ccc(C)s2)CC1 | i | 5.2% | 0.9% | i | -20.3% | 0.0 | -7.3%
COc1ccc(C(=O)N2CCCCCCNC(=O)CC2)cc1F | i | -8.8% | 0.1% | -16.3% | -4.6% | 3.1 | -7.9%
CN(CCOc1cccc(Cl)c1)C(=O)c1cccc(CCC(C)(C)O)c1 | -5.7%[11.5 µM] | ? | 5.0% | ? | -29.2% | -7.0 | -15.3%
CCOc1ccc(C(c2c(O)cc(C)n(Cc3ccco3)c2=O)N2CCCCC2)cc1 (centres undefined) | / | / | / | / | -8.2% | -6.3 | -7.9%
Cc1ccc2c(c1)N1C(=O)OC[C@@H]1CCN(C(=O)C1CCC1)C2 | -3.7%[88.5 µM] | -14.3%[172 µM] | -0.5%[172 µM] | -13.2%[138 µM] | 4.5%[87.6 µM] | -1.5 | -8.2%[87.6 µM]
COc1cccc(NC(=O)CSc2nc3c([nH]c4ccccc43)c(=O)n2-c2cccc(Cl)c2)c1 | / | / | / | / | -29.4% | 11.5 | -12.0%
COc1ccc(-c2cc(-c3cccnc3)cn3cncc23)cc1 | i | ? | -5.9%[172 µM] | 39.8µM* | -6.2%[87.6 µM] | -0.1 | -17.8%[87.6 µM]
COc1nc(C)c(C(=O)NC2CC(c3cc(=O)[nH]c(C)n3)C2)s1 (centres undefined) | -37.0% | 1.1% | -9.4% | -23.7% | -5.0% | 12.7 | 12.4%
O=C1CCCCC(CNC(=O)c2ccc3ccccc3n2)N1 (centres undefined) | i | -4.2% | 0.0% | -12.9% | 1.3% | 10.2 | 5.1%
CC(C)C[C@@H](NC(=O)C1=C[C@@H](NC(=O)Nc2ccc(OC(F)(F)F)cc2)[C@@H](O)[C@H](O)C1)C(N)=O | i | 1.9% | -2.5% | i | -30.6% | 3.9 | -5.8%
COc1ccc(C2(CC(=O)N3CCC(Oc4ccc(F)cc4)CC3)CC(=O)N(C3CC3)C2=O)cc1 (centres undefined) | 0.5% | 9.5% | -13.0% | i | -5.2% | 27.5 | 5.2%
O=C(CSC12CC3CC(CC(C3)C1)C2)NCc1cc2n(n1)CCNC2 | -11.6% | -23.3% | -0.8% | -3.5% | -6.9% | -8.8 | -13.2%
Cc1ccccc1-c1cc(-c2c(C)noc2C)cc2c1C(=O)N(C)C2 | -14.7%[88.5 µM] | ? | -5.9%[172 µM] | ? | 41.1%[activator][87.6 µM] | 18.8 | -18.9%[87.6 µM]
Fc1ccc(C2Cn3nnc(-c4nc(-c5cccc(F)c5)no4)c3CO2)cc1 (centres undefined) | 3.5% | -11.1% | 7.5% | -8.2% | ? | -9.9 | 6.1%
COc1ccc(CN2CCCC3(CC(Cc4ccccc4)=NO3)C2)cc1 (centres undefined) | -1.2% | ? | 6.1%&5.7% | ? | 10.8%&7.4% | -2.1&11.9 | -24.0%&-4.6%
O=C(c1cc(-c2ccncc2)n[nH]1)N1CCC2(CC1)Nc1ccccc1NC2=O | ? | -23.6% | 3.0% | ? | -7.8% | 8.5 | 0.0%
Cc1nc(N2CCC(NC(=O)Cc3cccc(F)c3)CC2)cc(C(F)(F)F)n1 | 0.4% | ? | -1.6% | -24.8% | -25.2% | 11.2 | 8.2%
COc1ccccc1C(=O)OCc1cc(=O)n2nc(-c3cccs3)sc2n1 | / | / | / | / | 13.9% | 8.5 | -0.3%
COCCN(C)C[C@@H]1CN(C(=O)c2cc3ccccc3s2)C[C@@H]1CO | 4.8% | -4.7% | -3.6% | -24.1% | -21.9% | 7.8 | -1.3%
CCn1nc(C)cc1C(=O)N1C[C@H]2OC(=O)N(CCCN3CCOCC3)[C@H]2C1 | -8.9% | -26.4% | -2.1% | -8.6% | -4.0% | 11.4 | -1.9%
C[C@@H](NC(=O)Nc1cccnc1)c1onc(-c2ccc(F)cc2)c1C(=O)O | -3.4%[88.5 µM] | 3.0%[172 µM] | -5.1%[172 µM] | i | 3.3%[87.6 µM] | 14.5 | 3.9%[87.6 µM]
Cc1nn(CCC(=O)Nc2ccc(Cl)cc2)c(C)c1S(=O)(=O)N1CCCCC1 | / | / | / | / | -6.6% | 3.0 | -1.1%

Looked up one by one from above:
SMILES | GPT2 inhibitor | HEK cytotox | FLuc inh | 3T3 cytotox | SNCA expr inhib | IP6K1 inhibitor | HEK293 viab
COc1nc(C)c(C(=O)NC2CC(c3cc(=O)[nH]c(C)n3)C2)s1 (centres undefined) | -37.0% | 1.1% | -9.4% | -23.7% | -5.0% | 12.7 | 12.4%
COc1ccc(C2(CC(=O)N3CCC(Oc4ccc(F)cc4)CC3)CC(=O)N(C3CC3)C2=O)cc1 (centres undefined) | 0.5% | 9.5% | -13.0% | i | -5.2% | 27.5 | 5.2%
CC(C)C[C@@H](NC(=O)C1=C[C@@H](NC(=O)Nc2ccc(OC(F)(F)F)cc2)[C@@H](O)[C@H](O)C1)C(N)=O | i | 1.9% | -2.5% | i | -30.6% | 3.9 | -5.8%
Cc1nc(N2CCC(NC(=O)Cc3cccc(F)c3)CC2)cc(C(F)(F)F)n1 | 0.4% | ? | -1.6% | -24.8% | -25.2% | 11.2 | 8.2%

(cont.)
SMILES | GPT2 inhibitor | HEK cytotox | FLuc inh | 3T3 cytotox | SNCA expr inhib | IP6K1 inhibitor | HEK293 viab
CCN1CCN(CCCNC(=O)c2cnn(-c3ccc(C)cc3)c2C2CCN(C(=O)OC(C)(C)C)CC2)CC1 | / | / | / | / | 4.4% | 3.8 | -12.1%
O=C(Nc1ccc(S(=O)(=O)N2CCCCCC2)cc1)c1cc(=O)c2ccccc2o1 | / | / | / | / | 3.3% | -5.5 | -6.0%
COc1ccc(OC)c(NC(=O)N2CC(C)Oc3ccc(C)cc32)c1 (centres undefined) | / | / | / | / | 5.5% | 10.3 | -0.9%
CCCN(CC1CCOC1)C(=O)Nc1ccc(C)cc1C (centres undefined) | -14.7% | 1.0% | -9.0% | i | 0.0% | 12.6 | -7.9%
COC(=O)C12C(=O)C(C)=C(O)C1(C)C(C)=CC1C34CCC(OC3=O)C(C)(C)C4CCC12C (centres undefined) | i | / | / | / | / | -3.3 | -6.9%[23.9 µM]
C[C@@H]1C[C@@H](O)[C@@]23CO[C@@H](O)[C@@H]2CCC[C@@H]3[C@@]12C[C@@H](c1ccoc1)OC2=O | ? | / | / | / | / | 6.8 | -23.5%
Cc1cc(=O)n(CC(=O)Nc2cc(Cl)ccc2C)c(N2CCOCC2)n1 | i | 7.5% | 11.9% | i | 0.4% | -2.9 | -7.5%
CC(C)CC(NC(=O)c1ccc(=O)[nH]c1)c1nnc2n1CCNCC2 (centres undefined) | 0.2% | -4.0% | -4.0% | 0.5% | 27.8% | -2.1 | 2.9%
CN(Cc1ccccc1)Cc1cc(C[C@H]2CNCC[C@H]2CC(=O)N2CCN(c3ccccn3)CC2)no1 | -3.8% | -14.5% | -3.8% | 0.8% | ? | -0.2 | -1.0%
O=C(NC1CCc2ccccc21)c1cc2n(n1)CC(c1ccc(Cl)cc1)OC2 (centres undefined) | i | ? | -18.7% | ? | -24.2% | -3.2 | 5.3%
CC(=O)N1CCc2c(sc3c2c(=O)n(Cc2ccccc2)c(=O)n3Cc2ccccc2Cl)C1 | / | / | / | / | -16.5% | 9.9 | 0.4%
Cc1ccc(C(N)=O)cc1-c1cc(NCc2cccnc2)nc2[nH]ccc12 | -3.5% | ? | 5.2% | ? | 2.5% | 2.9 | -8.9%
CCC(=O)Nc1ccc2nc(SCc3ccc(C)cc3)sc2c1 | / | / | / | / | 49.9%[activator] | -11.4 | 0.5%
CC(C)NC(=O)C1CCCN(Cc2cccc(-c3ccc(F)cc3F)c2)C1 (centres undefined) | i | 35.5µM* | / | ? | 3.4% | 13.6 | 21.7%
CC(=O)N[C@@H]1CN(Cc2ccc(OC(C)C)cc2)C[C@H]1CO | 2.1% | -8.2% | 2.1% | -15.3% | 47.3%[activator] | 8.7 | -1.5%
O=C(Cc1cccc(Cl)c1)NCc1nnc2ccc(-c3ccc(F)cc3)nn12 | -7.9% | -9.3% | -5.0% | -25.1% | 1.7% | 15.1 | -14.4%
Cc1ccc(SC2CCN(C(=O)c3cn(CCc4ccccc4)nn3)CC2)cc1 | -1.6% | 89.1µM* | -0.7% | ? | -12.8% | 27.4 | -6.6%
CSc1ccc(-c2cccc(CN3CCC(NC(=O)c4ccc(C)cc4)CC3)c2)cc1 | / | -3.2% | / | -9.1% | / | -9.6 | /
Cc1csc(NC(=O)c2ccc3c(c2)OCCN(CCC(F)(F)F)C3)n1 | -23.1%[88.5 µM] | 79.4µM* | ? | ? | 49.4%[activator][87.6 µM] | 2.4 | -6.2%[87.6 µM]
CCc1c(C)nc2nncn2c1NCc1ccc(OC)cc1 | / | / | / | / | 0.8% | -10.6 | -5.7%
CCOc1ccccc1NC(=O)C1CCN(S(=O)(=O)c2ccc3[nH]c4c(c3c2)CCCCC4)CC1 | / | / | / | / | -9.1% | 3.7 | 2.9%
COc1ccc(-n2nc(C)c([C@@H]3C=C[C@@H](NCc4ccccc4)C3)c2C)cc1 | i | 79.4µM* | 50.1µM* | ? | 12.6%[87.6 µM] | -10.9 | -19.4%[87.6 µM]
CCOc1ccccc1NC(=O)N1CCC(N2CC(OCCOC)C23CCCCC3)CC1 (centres undefined) | i | ? | 7.3% | 0.9% | 19.8% | -6.9 | -3.3%
COc1cccc(C(=O)Nc2ccccc2C(=O)OCc2cc(=O)n3c(C)csc3n2)c1 | / | / | / | / | -9.0% | -5.9 | 1.2%
CCCCN1CCCC1C(=O)Nc1c(C)cc(C)cc1C (centres undefined) | 3.3% | / | / | / | 54.9%[25.6 µM] | 34.1 | -5.5%[23.9 µM]
N#Cc1ccc(CN2CCCCCCNC(=O)CC2c2ccccc2)cc1 (centres undefined) | -20.8% | -3.0% | -2.5% | -24.1% | 17.8% | 34.2 | -3.7%
O=C(NCc1ccoc1)c1ccc2nc(-c3ccc(F)cc3)cn2c1 | 1.9% | ? | 5.62µM* | ? | 46.2%[activator] | -5.7 | -2.1%
COc1ccc(-c2[nH]ncc2CN2CC[C@H]3CC[C@@H](C2)N3)cc1 | -16.5% | -7.1% | 1.0% | 0.0% | -8.6% | 7.0 | -5.6%
O=C(NCc1cccc(Cl)c1)C(=O)Nc1ccc2nc3n(c(=O)c2c1)CCCCC3 | / | / | / | / | 20.8% | 21.6 | 2.6%
